# CF NFkB block = inhibitors of cystic fibrosis induced NF-kB. hit rate 0.86% among 360,000. inhibition, % at 5 µM. KKLEB NF-kB-GFP reporter, PAF-induced, GFP fluorescence overnight;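 active means at least 50% inhibition at 5 µM, scaled per plate between neutral and stimulator controls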;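 further: PAF is a Pseudomonas aeruginosa culture filtrate used as stimulus; plate controls were PAF-stimulated DMSO wells for no effect and unstimulated DMSO wells for full effect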
# TRAIL sens C8 = sensitizes caspase-8 expressing cells to TRAIL | NB7+C8 cells + TRAIL, ATPlite viability luminescence | inhibition (viability loss, TRAIL sensitization), % at 10 µM | hit rate 1% among 360,000;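 active means compounds causing at least 50% loss of cell viability in the single-dose screen, relative to plate controls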
# COUP-TFII inh = NR2F2 (human) inhibition, primary screen; P24468; HEK293T NGFI-A luciferase reporter, luminescence; inhibition, % at 8.6 µM; hit rate 0.7% among 370,000; AID 686940;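 active means inhibition above a per-plate cutoff, mean inhibition of test wells between control levels plus 3 SD, cut at about 38% in these data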;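 further: cells cotransfected with COUP-TFII expression vector driving the NGFI-A reporter; 0% = median of COUP-TF2 test wells and 100% = reporter-only cells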
# Shn3 3UTR inh = reduces Shn3 3'UTR luciferase signal in osteoblasts. hit rate 0.52% among 360,000. Clone20 osteoblast Shn3 3'UTR firefly luciferase, 24 h. inhibition, % at 12.5 µM. AID 588674;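 active means mean inhibition of at least 75% with every replicate also reaching 75%; inconclusive means mean inhibition at least 75% but some replicate below; inactive means mean inhibition below 75%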;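 further: 0% = median of neutral control wells and 100% = pilot-screen positive control compound; some compounds past the cut are filed as inactive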
# EBV LMP1 NFkB = Epstein-Barr LMP1 NF-kappaB reporter inhibition | LMP1-induced NF-kappaB luciferase reporter cells, luminescence | inhibition, % at 12.5 µM | hit rate 0.69% among 350,000; in the data active means inhibition above about 41%; inconclusive means no clear call, values can overlap the other calls;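 further: 0% = neutral control wells and 100% = reference inhibitor control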
# SRC3 inh = human NCOA3 inhibition. inhibition, % at 3.6 µM. hit rate 0.17% among 360,000. Q9Y6Q9. HEK293 GAL4-SRC3 luciferase reporter, luminescence;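 active means inhibition above a per-campaign cutoff, the mean of all compounds plus 3 SD, cut at about 60% in these data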;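 further: 0% = DMSO-treated cells and 100% = gossypol-treated cells at 36 µM; higher means less SRC3-driven luciferase light from the GAL4 reporter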
# TWEAK Fn14 block = inhibitors of TWEAK-Fn14 interaction signaling. TWEAK-stimulated Fn14 reporter cells, luciferase luminescence, 8 h. inhibition, % at 10 µM. hit rate 2% among 360,000. AID 1159606; in the data active means inhibition above about 50%
# NR5A2 inv ag = NR5A2 inverse agonism in reporter assay; O00482; HEK293T StAR-luciferase reporter, LRH-1 transfected, 24 h; inhibition, % at 3.6 µM; hit rate 0.13% among 360,000;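 active means inhibition above the mean inhibition of all tested compounds plus 3 SD, cut at about 73% in these data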;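 further: 0% = DMSO wells and 100% = reporter-only cells lacking LRH-1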
# TROY NFkB inh = inhibitors of TROY-dependent NF-kB signaling; Q293 LMP1-TROYcd NF-kB luciferase reporter, 4 h; inhibition, % at 10 µM; hit rate 0.98% among 360,000;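 active means compounds whose plate-normalised and pattern-corrected inhibition of the luciferase reporter signal at the single screening dose is 50% or more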
# NCOA1 inh = inhibitors of human steroid receptor coactivator 1 (SRC1). Q15788. HEK293 GAL4-SRC1 luciferase reporter, luminescence. inhibition, % at 3.6 µM. hit rate 0.12% among 360,000. AID 588354;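 active means inhibition above the campaign mean plus 3 SD, with each screening campaign given its own cutoff, cut at about 60% in these data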;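 further: 0% = DMSO treated cells and 100% = gossypol at 36 µM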
# Target sequence (Q15788 whole entry, looked up, the tested form may be a part): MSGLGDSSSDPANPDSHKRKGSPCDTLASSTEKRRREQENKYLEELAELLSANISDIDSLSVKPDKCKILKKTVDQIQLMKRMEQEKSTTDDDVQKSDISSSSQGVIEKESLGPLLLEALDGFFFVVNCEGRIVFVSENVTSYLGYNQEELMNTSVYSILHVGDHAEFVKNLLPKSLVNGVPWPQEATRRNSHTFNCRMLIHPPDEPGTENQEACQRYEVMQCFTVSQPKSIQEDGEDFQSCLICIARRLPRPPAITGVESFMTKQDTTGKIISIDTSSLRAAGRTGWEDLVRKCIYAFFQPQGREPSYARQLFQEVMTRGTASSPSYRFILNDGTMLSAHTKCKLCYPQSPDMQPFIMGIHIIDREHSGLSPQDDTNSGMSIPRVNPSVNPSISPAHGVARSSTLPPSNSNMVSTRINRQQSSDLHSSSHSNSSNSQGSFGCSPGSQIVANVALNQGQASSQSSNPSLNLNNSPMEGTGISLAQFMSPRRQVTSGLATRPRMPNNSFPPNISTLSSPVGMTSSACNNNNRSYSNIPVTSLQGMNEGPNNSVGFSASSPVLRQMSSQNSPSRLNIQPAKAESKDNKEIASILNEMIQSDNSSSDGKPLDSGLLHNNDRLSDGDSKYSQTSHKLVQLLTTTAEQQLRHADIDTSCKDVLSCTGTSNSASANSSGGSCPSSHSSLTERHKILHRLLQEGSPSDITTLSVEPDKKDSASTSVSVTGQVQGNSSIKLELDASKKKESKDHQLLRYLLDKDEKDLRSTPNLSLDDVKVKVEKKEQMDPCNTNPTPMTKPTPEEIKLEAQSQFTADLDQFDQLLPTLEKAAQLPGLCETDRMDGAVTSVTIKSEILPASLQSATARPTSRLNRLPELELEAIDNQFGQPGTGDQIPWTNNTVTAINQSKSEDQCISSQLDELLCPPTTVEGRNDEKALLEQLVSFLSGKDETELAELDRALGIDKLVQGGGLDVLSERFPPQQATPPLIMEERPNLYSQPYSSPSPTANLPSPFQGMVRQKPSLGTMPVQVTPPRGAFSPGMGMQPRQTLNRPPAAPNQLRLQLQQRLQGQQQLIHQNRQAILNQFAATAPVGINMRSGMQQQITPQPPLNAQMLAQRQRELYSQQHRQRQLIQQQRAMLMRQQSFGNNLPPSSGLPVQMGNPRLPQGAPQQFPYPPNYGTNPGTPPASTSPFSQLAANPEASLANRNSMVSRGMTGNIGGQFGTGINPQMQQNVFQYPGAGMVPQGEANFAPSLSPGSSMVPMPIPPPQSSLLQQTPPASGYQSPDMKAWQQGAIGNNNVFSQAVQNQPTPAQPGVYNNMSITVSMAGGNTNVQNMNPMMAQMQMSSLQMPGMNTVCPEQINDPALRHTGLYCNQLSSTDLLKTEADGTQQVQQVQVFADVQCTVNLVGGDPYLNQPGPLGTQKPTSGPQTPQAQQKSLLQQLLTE
# KKLEB cytotox = counter-screen for CF NF-kB inhibitors: cytotoxicity | KKLEB CF airway cells viability, ATPlite luminescence, overnight; hits give low values; cells stimulated with P. aeruginosa culture filtrate | activity change (cytotoxicity), % at 5 µM | hit rate 0.36% among 360,000;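 active means corrected activity change at or below -50% at 5 µM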
# * = called active by the depositor; u = inconclusive; x = no result given. Only part of the results is shown, so the mix of outcomes need not match the whole.
SMILES,CF NFkB block,TRAIL sens C8,COUP-TFII inh,Shn3 3UTR inh,EBV LMP1 NFkB,SRC3 inh,TWEAK Fn14 block,NR5A2 inv ag,TROY NFkB inh,NCOA1 inh,KKLEB cytotox
CC(=O)c1ccc(NC(=O)CSCC(=O)Nc2ccc3ccccc3c2)cc1,22,3,-10,-22,-23,21,-5,-7,-3,0,-8
Cc1cc2c(=O)n(C)c(SCC(=O)NC3CCCC3)nc2s1,10,2,-25,-2,3,13,7,-25,-7,-1,6
CCn1c(C)nnc1SCC(=O)Nc1ccc(Cl)cc1,3,-11,-5,7,-3,-9,13,6,-2,-17,-9
CC(Nn1cnnc1)c1cc(Cl)ccc1O (stereo not drawn),-16,-1,5,3,9,20,-7,-7,-23,6,-3
Cc1c(CCC(=O)N2CCC(C(=O)O)(c3ccccc3)CC2)c(=O)oc2cc3oc4c(c3cc12)CCCC4,11,-15,53*,23,8,-21,87*,3,5,1,4
CCC(=O)c1cccc2c1N=CC1=C(CC(C)(C)CC1=O)N2,2,6,-23,-4,1,13,-20,7,1,-2,-3
CC(C)(C)NC(=O)COc1ccc(S(=O)(=O)N2CCCC2)cc1,-1,-2,16,-4,1,-8,2,-4,8,1,-7
Cc1ccccc1OCCC(=O)Nc1ccc(Cl)cc1F,3,0,3,11,6,-2,-44,4,-6,5,1
O=C(COC(=O)/C=C/c1cccc(C(F)(F)F)c1)NC(=O)NCc1ccccc1,10,-10,12,-21,-2,-3,-2,6,6,-6,-14
COC(=O)[C@@H](NCc1ccc(OC)c(B(O)O)c1)C(C)C,-12,5,-3,2,12,6,10,-8,-9,-1,10
Cc1noc(C)c1COc1ccc(C(=O)OCC(=O)N2CC(=O)Nc3ccccc32)cc1,-14,-8,-6,-6,-5,-7,-35,12,-26,-13,6
Cc1ccc(C)c(NC(=O)C2C3C=CC(O3)C2C(=O)O)c1 (stereo not drawn),-15,-6,14,1,5,-3,1,-13,-6,3,4
COc1cc(C)nc(N(Cc2ccccc2)S(=O)(=O)c2ccc(C)cc2)n1,8,4,5,35,17,14,6,-8,5,10,-14
CC1(C)CC2CC(C)(CN2C(=O)CN2C(=O)c3ccccc3C2=O)C1 (stereo not drawn),-7,9,-5,1,-5,9,-12,-7,4,-1,8
Cc1cccc(OCCSc2nc3c([nH]2)c(=N)ncn3Cc2ccccc2)c1,8,-11,0,24,-2,2,20,-6,-18,1,-10
COCCCNC(=O)CCC(=O)Nc1ccc2nc(N3CCOCC3)cc(C)c2c1,-5,-4,-23,-1,-17,-4,-5,-18,-20,-19,7
Nc1ccc(NC(=O)c2ccccc2)c2c1C(=O)c1ccccc1C2=O,61*,15,8,35,2,12,-14,6,8,-109,-53*
CCOC(=O)N1CCN(C(=O)C2CCC(=O)N2C(C)C)CC1 (stereo not drawn),-15,1,4,-17,-5,-9,4,7,-6,-3,10
CCc1c(O)cc2n(c1=O)-c1ccccc1C2(C)C,12,6,-2,-62,-20,8,-13,6,4,3,3
CCOc1ccc(C(=O)N2CCN(CCc3ccccc3)CC2)cc1OCC,16,-10,-4,2,1,-12,-10,2,-5,-4,-11
CCNc1nc(NCC)n2c(SCC(=O)N(CC)C3CCCCC3)nnc2n1,26,15,-21,-10,-3,6,9,-13,-7,-24,-15
O=C(CNC(=O)c1ccc(Cl)cc1)OCCN1C(=O)c2ccccc2C1=O,-11,4,-14,-2,5,8,15,2,5,-23,11
CC1(C)Cc2c(cnn2-c2ccccc2)C(NC(=O)C2(C(N)=O)CC2)C1 (stereo not drawn),21,14,16,5,-2,6,-7,-1,-10,-29,-10
Cc1ccc(S(=O)(=O)N2[C@@H](c3ccc(F)cc3)C(C(=O)O)=CC[C@H]2c2cccs2)cc1,-10,15,-2,-9,0,-14,13,17,-19,-3,1
CN(C)CCCN(C(=O)c1cc2ccccc2oc1=O)c1nc2c(F)cccc2s1,-1,5,18,-23,9,13,-2,3,-50,-9,-1
Cc1ccc(-c2cc(-c3ccccc3)nc(NN)n2)cc1,13,23,11,17,15,-16,-6,9,-45,-1,-4
OC[C@@H]1CN(Cc2ccc(-c3ccccc3)cc2)C[C@H](n2cnc3c(Nc4ccccc4)ncnc32)O1,14,30,59*,u,x,8,92*,-15,39,6,11
Cc1cccc(OCC(=O)N2CCC(c3ccccc3)C2)c1 (stereo not drawn),-17,-5,-7,-11,-23,-115,-19,-57,-32,-62,6
N=c1c2c(-c3ccccc3)c(-c3ccccc3)n(Cc3ccco3)c2ncn1CCO,9,-3,-4,4,-42,63*,-13,43,-19,41,-17
COc1ccc(NC(=O)CN(C)CC(=O)Nc2sc3c(c2C#N)CCC3)cc1,3,7,4,-1,-5,-2,-42,14,1,1,-10

# Complete entries, looked up by structure. Order of screens: CF NFkB block	TRAIL sens C8	COUP-TFII inh	Shn3 3UTR inh	EBV LMP1 NFkB	SRC3 inh	TWEAK Fn14 block	NR5A2 inv ag	TROY NFkB inh	NCOA1 inh	KKLEB cytotox
# Cc1ccccc1OCCC(=O)Nc1ccc(Cl)cc1F is listed with 3	0	3	11	6	-2	-44	4	-6	5	1
# CC(C)(C)NC(=O)COc1ccc(S(=O)(=O)N2CCCC2)cc1 is listed with -1	-2	16	-4	1	-8	2	-4	8	1	-7

# The results go on:
SMILES,CF NFkB block,TRAIL sens C8,COUP-TFII inh,Shn3 3UTR inh,EBV LMP1 NFkB,SRC3 inh,TWEAK Fn14 block,NR5A2 inv ag,TROY NFkB inh,NCOA1 inh,KKLEB cytotox
COc1ccc(-c2nc3scc(-c4ccccc4)n3n2)cc1,-13,21,-5,-23,-7,-12,26,-4,-30,-6,-8
CN1CCN(c2ccc(NC(=O)c3ccc(Cl)cc3)cn2)CC1,15,1,-12,-1,4,-10,-2,-2,8,-10,3
O=C1C2C3C=CC(C4CC34)C2C(=O)N1/N=C/c1ccc(-c2ccc(F)cc2[N+](=O)[O-])o1 (stereo not drawn),-6,15,-3,x,3,-10,-6,-5,-23,-5,-2
O=C(CN1C(=O)/C(=C/c2cccc(Br)c2)SC1=S)N1CCCC1,26,1,-6,-51,-18,26,21,0,-6,-18,4
CCCCC(CC)C1OCC(CN2CCCC2)O1 (stereo not drawn),16,5,-7,-3,4,7,-1,6,7,-18,12
C(=N\N=C\c1cccs1)/c1cccs1,-2,16,-23,-79,-15,-63,-31,-106,-52,-100,7
COc1cccc(-c2cnc(C(O)c3cccc(CN4CCCCC4)c3)[nH]2)c1 (stereo not drawn),-28,-5,-2,3,x,-19,-13,13,-19,6,-10
CCN1C(=C(C#N)C#N)C=Cc2ccccc21,-16,-5,-5,4,-12,-2,-15,12,3,-12,3
COc1cccc(/C(N)=N/OC(=O)Cc2ccccc2[N+](=O)[O-])c1,-2,5,-20,-51,-33,-62,-17,-77,-29,-42,12
NC(=O)C1=C[C@@H](c2ccccc2)C[C@@H](OCCCCO)O1,1,-1,-3,0,-4,-10,6,13,-23,8,0
CCN(CC)c1ncnc2sc3c(c12)CCC3,45,4,14,20,26,14,23,8,9,24,-4
Cc1noc(C)c1NC(=O)Nc1ccc2c(c1)C(=O)N([C@H](C)CO)C[C@@H](C)[C@@H](CN(C)S(=O)(=O)c1cn(C)cn1)OCCCC[C@H](C)O2,-7,-18,5,1,-3,-1,8,5,1,-6,2
CCCC(NCC(=O)Nc1ccccc1C(=O)NC1CC1)c1ccccc1 (stereo not drawn),12,1,-3,9,-6,5,-2,3,-12,-4,-13
O=[N+]([O-])c1ccc(CN2CC(N3CCC(Cc4ccccc4)CC3)CS2(=O)=O)cc1 (stereo not drawn),10,1,27,66,-5,12,22,37,24,8,-7
c1ccc(NCCCNc2ccccc2)cc1,-8,-11,5,-12,-19,5,-10,16,2,-8,2
O=C(Nc1cccc(Cl)c1)N1CCN(C2c3ccccc3-c3ccccc32)CC1,6,-6,16,35,-2,-8,-6,-13,16,18,-10
COC(=O)c1ccccc1NC(=O)c1ccc2c(c1)OCCO2,-12,7,4,-10,5,-4,8,18,-46,2,-3
O=C1OCCC1=Cc1ccccc1,8,5,-16,3,5,10,7,5,-1,-10,-8
O=C(NCCNc1ccc([N+](=O)[O-])cc1Cl)c1ccccc1F,-1,7,12,2,-6,5,4,22,15,12,-3
CC(C)Oc1ccc(CNS(=O)(=O)c2csc(C(N)=O)c2)cc1,21,-13,10,23,2,12,10,8,4,-5,-9
NS(=O)(=O)c1ccc(Nc2ccccc2)c([N+](=O)[O-])c1,-3,7,8,20,3,-7,1,22,4,-3,4
CC1(C(=O)NS(=O)(=O)C2CC2)CCN(C(=O)COc2ccc(Cl)cc2Cl)C1 (stereo not drawn),-20,-14,16,-5,x,-6,15,-8,1,-13,6
COc1ccc2nc(-c3ccco3)c(-c3ccco3)nc2c1,12,29,17,-4,0,-58,41,-28,4,-28,-13
COc1cccc(N(CC(=O)Nc2ccccc2C(=O)N2CCCC2)S(C)(=O)=O)c1,-18,-8,0,-12,0,4,10,-6,3,-13,4
O=C(NCc1ccccc1)/C(=C/c1ccc([N+](=O)[O-])cc1)NC(=O)c1ccco1,9,10,22,2,-4,-5,8,7,-1,-9,12
COc1cc(/C=C2\N=C(C)OC2=O)cc(Cl)c1OC(C)=O,-1,14,16,-6,5,-1,2,-21,-8,-20,6
CC(=O)Nc1ccccc1/C=C/c1ccc2c(C)ccc(O)c2n1,-14,14,2,-9,-2,6,10,0,3,1,-10
O=C(c1cccs1)N1CCc2ccccc2C1,-13,2,-18,12,-4,-14,-4,-26,-68,-17,-1
Oc1ccc(C2Nc3cccc4cccc(c34)N2)cc1,-12,8,-13,5,3,-12,25,4,-16,12,4
CCC(C)NS(=O)(=O)c1ccc(OCC(=O)N2CCCCC2)cc1 (stereo not drawn),-7,13,12,-6,-11,2,-6,-2,-2,-6,7
CC(C)CN(C(=O)CCCOc1ccc(Cl)cc1Cl)c1c(N)n(Cc2ccccc2)c(=O)[nH]c1=O,-9,13,21,8,12,1,3,1,5,-5,4
C/C(=N\NC(=O)c1cc(-c2ccncc2)nc2ccccc12)c1ccc(OC(F)F)cc1,-17,-4,-5,-8,-1,10,8,18,0,2,-22
CCc1nnc2n1N=C(c1ccccc1)CS2,-1,-6,8,5,0,-46,10,7,-8,-2,8
Cc1ccc(-n2nnnc2SCC(=O)NC2CCS(=O)(=O)C2)c(C)c1 (stereo not drawn),26,8,9,5,1,14,-13,-5,-2,-12,-8
COc1ccc(NC(=O)CSCC(=O)Nc2nnc(CC(C)C)s2)cc1,-2,-16,-14,4,-2,2,10,4,-7,-6,-4
Cc1cc(C)cc(C(=O)NC(CC(N)=O)c2ccc(N3CCN(c4ccccn4)CC3)c([N+](=O)[O-])c2)c1 (stereo not drawn),-12,-7,11,-15,11,16,-4,10,-7,-9,6
COc1ccccc1CNC(=O)C1CCCN(S(=O)(=O)c2ccc3c(c2)C(C)(C)C(=O)N3C)C1 (stereo not drawn),7,-4,11,17,-3,-6,19,-7,2,-4,-17
COCCOC(=O)C1=C(C)N=C2SCCC(=O)N2C1/C=C/c1ccccc1 (stereo not drawn),-2,-13,7,16,-5,-14,-8,-12,-3,-14,-7

# From PubChem
